Lipid storage S3 = qHTS Assay for Lipid Storage Modulators in Drosophila S3 Cells; Drosophila S3 cells, BODIPY lipid droplet fluorescence, 18-24 h; cells fed with added oleic acid; Potency in µM for hits, for the others lipid storage change, negative = inhibition, % at the top dose, mostly 46.1 µM; actives 0.64% (n = 320,000); active means well fitted inhibition curve with a large enough effect in the signal ratio, with a control signal flat, not every such curve was filed as active; inconclusive means small, poorly fitted or top-dose-only effect, or effect the other way, or a change in a side signal; the % refers to the signal ratio
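Drosophila S3 cells got compounds at several concentrations plus oleic acid (400 uM solution). Laser-scanning cytometry with 488 nm excitation read lipid droplets at 500-530 nm and cells at 575-640 nm. Percent activity was relative to 20 uM Triacsin C.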
Lipid storage S3 cell count max = further read-out of Lipid storage S3, marked with its call; cell number change, %; measured here: cell count max response;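 cells counted by Cell Tracker Red CMTPX staining in the red channel; peak over a dose series mostly up to 46.1 µM; percent activity relative to internal control wells on each plate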
* hit, by the source's call; i = inactive; u = inconclusive; x = no result given; [ ] = dose if it differs, or a comment. On the % scale 0 is the no-effect control and ±100 the full control effect; potency means the concentration at half of the fitted maximal effect. These rows are one share of the data (hit frequency here may not be typical).

The line under a structure holds: Lipid storage S3	Lipid storage S3 cell count max
> CCN(CC)c1ccc2c(C)c(CN3CCOCC3)c(=O)oc2c1
  u	x
> COCCN(C(=O)COC(=O)CCc1c[nH]c2ccccc12)c1c(N)n(Cc2ccccc2)c(=O)[nH]c1=O
  u	x
> CCCCC(=O)N1CCCC(C(=O)OCC)C1 (stereo unspecified)
  i	23
> CCOC(=O)c1ccc(NC(=O)CN2C(=O)NC3(CCCCCCC3)C2=O)cc1
  23%	6
> Cc1csc2nc(CSc3nc4ccccc4o3)c(Br)n12
  u	x
> CN1CCN(CC(=O)Nc2nc3ccccc3s2)CC1
  -3%	-3
> Cc1ncc(CO)c(/C=N/NC(=O)c2cc(Br)ccc2O)c1O
  u	x
> O=C(NNc1nc(-c2ccccc2)c2cc(Br)ccc2n1)c1ccc(S(=O)(=O)N2CCOCC2)cc1
  u	x
> CCOC(=O)CSc1nc2sc(C)c(C)c2c(=O)[nH]1
  u	x
> O=C(OCC(=O)N1CCOCC1)c1ccc[nH]c1=O
  -3%	-1
> O=C(Cn1nc(-c2ccccc2)c2ccccc2c1=O)NCCO
  -10%	3
> CCOC(=O)c1cc(=O)n2nc(-c3ccccc3F)nc2s1
  u	x
> Cc1nc2ccc(Br)cc2c2c1CC(CO)O2 (stereo unspecified)
  u	x
> CCOC(=O)c1c(C)nc2sc3c(=O)n(-c4ccc(OC)cc4)cnc3c2c1-c1ccc(OC)cc1
  -1%	x
> CN1/C(=C/C(=O)c2ccc(Cl)cc2)Sc2cc3c(cc21)OCO3
  u	x
> Cc1ccc(/C=C/C(=O)c2ccccc(=O)c2O)cc1C
  -7%	-15
> Cc1cccc(OCCCC(=O)NNC(=O)c2ccc(F)cc2)c1
  24%	-9
> CCCCN(C)C(=O)c1nc2ccccn2c1CNCCCn1nnc2ccccc21
  -7%	-16
> CCN(C(=O)C(C)N1C(=O)/C(=C/c2cccs2)SC1=S)C1CCS(=O)(=O)C1 (stereo unspecified)
  i	x
> O=C(Nc1ccc(C(=O)O)cc1)/C(=C\C=C\c1ccccc1)NC(=O)c1ccc(Br)cc1
  2%	1

Reprinted from the part before: three compounds; new compounds follow.
The line under a structure holds: Lipid storage S3	Lipid storage S3 cell count max
> CCCCN(C)C(=O)c1nc2ccccn2c1CNCCCn1nnc2ccccc21
  -7%	-16
> CCN(C(=O)C(C)N1C(=O)/C(=C/c2cccs2)SC1=S)C1CCS(=O)(=O)C1 (stereo unspecified)
  i	x
> O=C(Nc1ccc(C(=O)O)cc1)/C(=C\C=C\c1ccccc1)NC(=O)c1ccc(Br)cc1
  2%	1
> COc1ccc(-c2nn(CCC(=O)O)cc2/C=C2\SC(N)=NC2=O)cc1
  15%	18
> CSc1ccc(/C=N/N2CCN(Cc3ccccc3Cl)CC2)cc1
  19%	x
> O=C1c2ccccc2C2NC(=O)C3(CCCCC3)N12 (stereo unspecified)
  u	x
> Cc1nn(C(=O)CCC(=O)NCc2cccc(F)c2)c2ccccc12
  38%	9
> COc1ccc(CCNC(=O)c2cc3c(=O)n4cccc(C)c4nc3s2)cc1OC
  i	-1
> CC(C)NC(=O)C1COc2ccccc2O1 (stereo unspecified)
  u	x
> Clc1cccc(Cl)c1Cn1cnc2c(N3CCCCCC3)ncnc21
  u	x
> CSC1=NC(C)(C)C=C(/C=C/c2ccc(Cl)cc2Cl)N1
  u	x
> CCOc1cc(CNCCCN2CCOCC2)ccc1OCC(=O)Nc1cccc2ccccc12
  i	9
> COc1ccc(S(=O)(=O)N2CCOCC2)cc1NC(=O)COc1ccc(C(C)=O)cc1OC
  u	x
> N#C/C(=C\c1c(N(Cc2ccccc2)Cc2ccccc2)nc2ccccn2c1=O)C(N)=O
  -11%	-8
> O=C1NCCN/C1=C\C(=O)c1ccc(F)cc1
  u	x
> CCn1cc(C(=O)NCC2CCCO2)c(=O)c2cc(F)c(N3CCN(C)CC3)cc21 (stereo unspecified)
  9%	-16
> CC(C)NC(=O)CCCc1cn(C)c2ccccc12
  u	x
> CC(=O)OC(C(=O)NCc1ccco1)c1ccncc1 (stereo unspecified)
  u	x
> COCCn1c(C)cc(C2=NNC(=NC3CC3)SC2)c1C
  10%	20
> COc1ccc(N2CCN(CCCNC(=O)CCC(=O)N3CCOc4ccc(Cl)cc43)CC2)cc1
  u	x
> OCCCc1nc2ccccc2n1CCCCOc1ccccc1
  7%	8
> Cc1ccc(S(=O)(=O)c2nc(-c3cccs3)oc2SCC(N)=O)cc1
  u	x
> Cc1cc(C)nc(/N=C(\N)Nc2ccc(OCc3ccccc3)cc2)n1
  u	x
> CC(=O)C1=C(C)NC(SCC(N)=O)=C(C#N)C1c1ccco1 (stereo unspecified)
  2%	-4
> CCCCNCC(O)(c1ccc(Cl)cc1)c1ccc(Cl)cc1
  u	x
> CCN(CC)S(=O)(=O)c1ccc(C2=NOC3(C2)N(C)c2ccccc2C3(C)C)cc1 (stereo unspecified)
  u	x
> O=C(CCCC(=O)c1ccc(O)cc1)c1ccc(O)cc1
  u	x
> FC(F)(F)c1cnc(-c2cnc3c(-c4ccc(Cl)cc4)cnn3c2)c(Cl)c1
  i	x
> Cn1c(CCN2CCCCC2)nc2cc([N+](=O)[O-])ccc21
  i	x
> O=C(N/N=C/c1ccccc1)c1cc[n+]([O-])cc1
  u	x
> CCCOc1ccc(OCC(=O)c2[nH]c(C)c(C(C)=O)c2C)cc1
  u	x
> CC(Sc1nnnn1-c1ccccc1)C(=O)Nc1ccc(N2CCN(C)CC2)cc1 (stereo unspecified)
  17%	-9
> Cc1nc(-c2cccc(C(F)(F)F)c2)sc1C(=O)O
  u	x
> Cn1c(N)c(C(=O)CSc2nc3ccccc3c(=O)n2CCCN2CCOCC2)c(=O)n(C)c1=O
  12%	x
> COc1ccc(Cl)cc1S(=O)(=O)N1CCCC(C(=O)NCc2ccccn2)C1 (stereo unspecified)
  -10%[0.0737 µM]	x
> COc1cc2c(C)nc(C)c(C#N)c2cc1OC
  u	x
> CCN(CC(=O)NCc1ccc(Cl)cc1)C(=O)c1oc2ccccc2c1C
  u	x
> O=C1SC(SCc2ccccc2)=N/C1=C\c1ccco1
  u	x
> CCOC(=O)CCN(c1ccccc1)S(=O)(=O)c1ccc(-c2ccc(=O)[nH]n2)s1
  u	x
> CCN(CC)c1ccc(NC(=O)CSc2nc3ccccc3c(=O)[nH]2)cc1
  i	5
> N#CC1=C(SCC(=O)Nc2nccs2)NC(=O)CC1c1ccccc1 (stereo unspecified)
  u	x
> CCOC(=O)/C(C#N)=C/c1c(N2CCN(Cc3ccc4c(c3)OCO4)CC2)nc2c(C)cccn2c1=O
  5%	7
> CN1CCN(C(=O)c2cccc(-c3cc(O)c4ncccc4c3)c2)CC1
  u	x
> COc1ncc(-c2ccc3c(c2)S(=O)(=O)c2cccc(C(=O)O)c2C3=O)cn1
  u	x
> Cc1cc(C)cc(-n2nnnc2SCC(=O)Nc2nc(-c3ccc(F)cc3)cs2)c1
  25%	-22
> COc1ccc(CCN(C)C2CCCN(S(=O)(=O)c3ccccc3F)C2)cc1OC (stereo unspecified)
  -3%	-5
> COC(=O)CNc1cccc(C(F)(F)F)c1
  u	x
> NCC(c1ccc(Cl)cc1Cl)c1c[nH]c2ccccc12 (stereo unspecified)
  i	-4
> Cc1cccc(Cn2c(-c3ccc[nH]c3=O)nc3ccccc32)c1
  2%	-2
> Cc1cccc(C(=O)Nc2nccs2)c1[N+](=O)[O-]
  u	x
> Cc1ccc2c(Cl)c(C)c(N3CCCC3)nc2n1
  3%	-1
> CCCn1nc(C(=O)OCC(=O)c2ccc3c(c2)NC(=O)CO3)c2ccccc2c1=O
  2%	13
> CCOc1cc(/C=C2/C(=N)N3C(=NC2=O)SN=C3S(=O)(=O)CC)ccc1OC(=O)c1ccco1
  i	-6
> OC1(c2ccccc2F)CCN(Cc2nnc(-c3ccccc3)o2)CC1
  29%	-15
> NC1=NC(=O)C2(COC(c3ccncc3)OC2)S1 (stereo unspecified)
  u	x
> CCOc1cc(N2CCOCC2)c(OCC)cc1NC(=O)C(NC(=O)c1ccco1)C(C)C (stereo unspecified)
  u	x
> Cc1ccccc1-n1nc(C(=O)O)c(C)c(C#N)c1=O
  u	x
> CN(c1ccccc1)S(=O)(=O)c1ccc(C(=O)OCC(=O)NCc2ccco2)cc1
  u	x
> Cc1ccc2nc(C3CCN(CC(=O)N4CCCCCC4)CC3)[nH]c2c1
  -14%	-21
> O=C(CN1CCOCC1)Nc1ccccc1Cl
  u	x
> C=CCn1c(COc2ccc(F)cc2)nnc1SCC(=O)NC1CCCC1
  u	x
> O=C(NC(=S)NC1CCCC1)c1ccccc1Br
  u	x
> Cc1cccc(NC(=O)c2ccc(S(=O)(=O)N3CC(C)OC(C)C3)cc2)n1 (stereo unspecified)
  u	x

(more compounds)
The line under a structure holds: Lipid storage S3	Lipid storage S3 cell count max
> Brc1c(CSc2nc3ccccc3o2)nc2ncccn12
  u	x
> CCCCOc1ccc(C(=O)N2CCCC2)cc1
  i	4
> Cc1ccc(S(=O)(=O)NC(=O)Nc2ccc(OC(F)F)cc2)cc1
  -4%	7
> CC1CCN(S(=O)(=O)N2CCC(C(=O)NC3CCCC3)CC2)CC1
  0%	-5
> Cc1ccccc1CN(C)CCc1ccccn1
  u	x
> COc1ccc(-n2cnc3cc(NS(=O)(=O)c4ccccc4)ccc32)cc1
  -16%	-9
> Nc1scc(-c2ccncc2)c1Cl
  -7%	-16
> CN(C)S(=O)(=O)c1cccc(NC(=O)COc2ccccc2C(=O)NCc2ccccc2)c1
  -9%	x
> Cn1ncc(Br)c1NC(=O)Nc1ccc(OC(F)(F)F)cc1
  -13%	-11
> CCC1CCCCN1C(=S)NC(=O)c1ccc(F)c(S(=O)(=O)N2CCOCC2)c1 (stereo unspecified)
  u	x
> Cc1ccc(S(=O)(=O)NC2=NCN(Cc3cccnc3)CN2)cc1
  10%	3
> Cc1ccccc1C(=O)NC(CC(C)C)C(=O)OCc1cc(=O)n2cc(Br)ccc2n1 (stereo unspecified)
  8%	1
> CN(C)CC(CCCCC(CN(C)C)C(=O)c1ccccc1)C(=O)c1ccccc1 (stereo unspecified)
  -4%	0
> Cc1c(C(=O)Nc2ccncc2)oc2c1C(=O)CC(C)(C)C2
  u	x
> COc1cccc(CNC(=O)Cc2ccc(S(=O)(=O)N3CCOCC3)s2)c1
  u	x
> Cc1cccc(NS(=O)(=O)c2cccc(C(=O)NCC(c3ccco3)N3CCCCC3)c2)c1 (stereo unspecified)
  u	x
> Cc1oc(-c2ccccc2)nc1CS(=O)CC(=O)NC1CCCCCC1 (stereo unspecified)
  i	26
> CC1(C)Cc2cccc(OCC(=O)N3CCN(c4ccc(F)cc4)CC3)c2O1
  u	x
> CC(=O)C1=C(O)C(=O)N(c2ccc(S(N)(=O)=O)cc2)C1c1ccccc1F (stereo unspecified)
  u	x
> CCCCOC(=O)c1ccc(NC(=O)/C=C/c2cccs2)cc1
  u	x
> CCOc1ccc(S(=O)(=O)N2CCN(S(=O)(=O)c3ccc(C)c(C)c3)CC2)cc1
  i	6
> CCCCn1c(N)c(N(CCOC)C(=O)c2cc(-c3ccco3)nc3ccccc23)c(=O)[nH]c1=O
  i	x
> CCN1CCN(CC(O)COc2ccc(C(C)=O)cc2)CC1 (stereo unspecified)
  u	x
> COc1cc(C2c3c(oc4ccccc4c3=O)C(=O)N2c2ccc(C)cn2)ccc1O (stereo unspecified)
  u	x
> COc1cc(CNCCc2ccccc2)cc(Cl)c1OCc1ccccc1
  u	x
> Cc1ccccc1-c1ccccc1N
  u	x
> COC(=O)c1ccc(NC(=O)C2CCCN2S(=O)(=O)c2ccc(OC)cc2)cc1 (stereo unspecified)
  u	x
> Cc1ccccc1N1CCN(S(=O)(=O)c2nnc(NC(=O)CC(C)C)s2)CC1
  u	x
> CC(C)C(=O)Nc1nnc(SCC(=O)NCC2CCCO2)s1 (stereo unspecified)
  u	x
> COc1ccc2nc(NC(=O)CSc3n[nH]c(N)n3)sc2c1
  u	x
> O=C(O)CC(c1ccccc1)N1C(=O)c2cccc([N+](=O)[O-])c2C1=O (stereo unspecified)
  27%	14
> CCCc1cc(=O)oc2cc(OCC(=O)Nc3cc(C)on3)ccc12
  u	x
> O=C(Nc1ccc2c(c1)OCO2)c1cnc(Cl)c(Cl)c1
  u	x
> CC(C)Cn1nc(NC(=O)c2ccco2)c2cc3ccccc3nc21
  u	x
> CCn1c(=O)c2sccc2n2c(CCCC(=O)NC3CCN(Cc4ccccc4)CC3)nnc12
  -12%	x
> Fc1ccc(Br)cc1C1C=C(c2ccc(Br)s2)Nc2ncnn21 (stereo unspecified)
  u	x

Given field by field: part of the list above
> COc1cccc(CNC(=O)Cc2ccc(S(=O)(=O)N3CCOCC3)s2)c1
- Lipid storage S3: u
- Lipid storage S3 cell count max: x
> Cc1cccc(NS(=O)(=O)c2cccc(C(=O)NCC(c3ccco3)N3CCCCC3)c2)c1 (stereo unspecified)
- Lipid storage S3: u
- Lipid storage S3 cell count max: x
> Cc1oc(-c2ccccc2)nc1CS(=O)CC(=O)NC1CCCCCC1 (stereo unspecified)
- Lipid storage S3: i
- Lipid storage S3 cell count max: 26
> CC1(C)Cc2cccc(OCC(=O)N3CCN(c4ccc(F)cc4)CC3)c2O1
- Lipid storage S3: u
- Lipid storage S3 cell count max: x
